From PubChem BioAssay
CXCR6 inh = inhibitors of human CXCR6 receptor; AID 602244; CHO-K1 PathHunter CXCR6 beta-arrestin, luminescence; O00574; 360,000 tested, 0.36% active; inhibition, % at 20 µM; in the data active = inhibition above about 34%, passing the limit was not always enough;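 also: antagonist mode with CXCL16 agonist at 10 nM final; 0% = 10 nM CXCL16 with DMSO and 100% = unstimulated wells without agonist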
Target sequence (O00574 whole entry, looked up): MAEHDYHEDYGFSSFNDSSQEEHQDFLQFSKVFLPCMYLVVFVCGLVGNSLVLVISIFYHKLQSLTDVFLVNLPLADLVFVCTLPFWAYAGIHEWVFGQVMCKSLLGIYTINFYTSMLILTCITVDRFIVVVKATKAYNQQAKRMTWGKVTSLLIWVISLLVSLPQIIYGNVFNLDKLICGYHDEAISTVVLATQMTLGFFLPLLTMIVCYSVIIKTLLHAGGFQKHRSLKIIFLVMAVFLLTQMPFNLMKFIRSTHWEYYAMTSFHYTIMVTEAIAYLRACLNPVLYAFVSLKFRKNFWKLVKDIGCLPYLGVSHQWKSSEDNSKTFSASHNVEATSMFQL
Gli-Sufu antag = Gli-Sufu pathway antagonism | Sufu-KO-LIGHT fibroblasts, Gli luciferase reporter luminescence | inhibition, % at 5 µM | 340,000 tested, 0.74% active;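 active = inhibition above about 55%, limit read from the data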;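 also: 0% = DMSO-treated cells and 100% = wells with medium but no cells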
A3A deaminase = blocks human APOBEC3A ssDNA deamination; recombinant A3A, FAM/TAMRA ssDNA deamination fluorescence; inhibition, % at 20 µM; 330,000 tested, 0.41% active;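 active = at least 40% inhibition at 20 µM here, with at most 30% in a related deaminase screen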;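 also: plate controls were A3A with DMSO for no effect and wells lacking A3A enzyme for full effect; some results filed as inactive read as strong as hits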
Target sequence (P31941 whole entry, looked up): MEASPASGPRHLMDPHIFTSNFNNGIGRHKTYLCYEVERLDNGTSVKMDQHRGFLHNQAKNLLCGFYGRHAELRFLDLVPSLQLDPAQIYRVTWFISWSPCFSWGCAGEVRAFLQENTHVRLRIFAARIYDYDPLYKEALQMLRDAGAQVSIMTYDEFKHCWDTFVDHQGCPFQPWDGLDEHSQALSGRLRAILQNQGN
CCR6 antag = antagonists of human CCR6 receptor; inhibition, % at 20 µM; CHO-K1 CCR6 PathHunter beta-arrestin, luminescence, CCL20-stimulated; P51684; 340,000 tested, 0.49% active;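 active = compounds whose inhibition of the agonist-driven luminescence signal at 20 µM reaches about 50%, limit read from the data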;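 also: cells stimulated with CCL20 at 14 nM final; plate controls were DMSO with CCL20 for no effect and DMSO without agonist for full effect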
EBI2 antag = antagonists of human EBI2 receptor; P32249; 360,000 tested, 0.81% active; inhibition, % at 5 µM; AID 651636; EBI2 beta-arrestin recruitment, luminescence, 7a,25-OHC stimulated; in the data active = inhibition above about 38%;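 also: enzyme fragment complementation signal reports receptor beta-arrestin coupling in cells; 0% = agonist plus DMSO wells and 100% = wells without agonist; some results beyond the cut were filed as inactive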
GRIN3A LBD mod = modulates the human NR3A ligand-binding domain; NR3A LBD differential scanning fluorimetry, Tm shift; 0% = protein alone, 100% = glycine-bound protein; 340,000 tested, 2.5% active; Tm shift relative to glycine control, % at 25 µM; AID 1259313;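 active = melting temperature shift of at least 10% of the positive control shift, at one fixed dose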
A3G deaminase = APOBEC3G (human) deaminase inhibition. 330,000 tested, 0.28% active. recombinant A3G, ssDNA deamination FAM/TAMRA fluorescence. AID 493012. inhibition, % at 20 µM. Q9HC16;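 active = inhibition of at least 40% at 20 µM, with no more than 30% in the related APOBEC3A deaminase screen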;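 also: plate controls were DMSO wells with A3G for no effect and wells lacking A3G enzyme for full effect; some compounds called inactive have numbers as strong as hits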
Target sequence (Q9HC16 whole entry, looked up): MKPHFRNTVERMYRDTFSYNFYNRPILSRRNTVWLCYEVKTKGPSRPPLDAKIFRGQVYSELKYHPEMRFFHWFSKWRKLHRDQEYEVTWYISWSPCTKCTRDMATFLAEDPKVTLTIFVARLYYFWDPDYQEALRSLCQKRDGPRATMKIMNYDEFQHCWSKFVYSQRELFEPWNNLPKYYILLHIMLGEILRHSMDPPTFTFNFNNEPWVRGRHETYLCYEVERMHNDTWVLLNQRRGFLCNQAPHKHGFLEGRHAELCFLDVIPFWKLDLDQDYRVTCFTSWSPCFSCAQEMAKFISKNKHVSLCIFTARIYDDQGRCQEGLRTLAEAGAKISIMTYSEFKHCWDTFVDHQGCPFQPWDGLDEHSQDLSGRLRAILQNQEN
MPTP block = permeability transition pore inhibition; inhibition, % at 10 µM; isolated mouse mitochondria, Ca2+ swelling absorbance, 30 min; 360,000 tested, 1.4% active;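 active = inhibition of 50% or more, scaled per plate between neutral and stimulator controls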;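 also: 0% = DMSO wells given calcium and 100% = 1 mM EGTA wells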
* marks the source's active call; other numbers are inactive results; nt = no result given. No enrichment for hits. Share with any hit: about 5.8%.

SMILES	CXCR6 inh	Gli-Sufu antag	A3A deaminase	CCR6 antag	EBI2 antag	GRIN3A LBD mod	A3G deaminase	MPTP block
COc1cc(/C=C2\SC(=O)N(CC(=O)Nc3cccc(C)c3)C2=O)cc([N+](=O)[O-])c1O	29	-3	nt	39	0	8	nt	-1.0
CC(NC(=O)C(Cc1ccccc1)N1C(=O)C2C3CCC(C3)C2C1=O)c1ccccc1 (centres undefined)	8	4	-1	22	-7	-2	-7	0.3
O=C(NCCCn1ccnc1)C(=O)NC1CCCCC1	-4	14	1	-2	1	-2	-3	3.3
C=CCC(NCc1ccccc1)c1ccccc1 (centres undefined)	6	0	-1	14	-9	-5	-10	0.2
CC(=O)COc1ncn(-c2ccccc2)n1	-23	4	-15	15	-3	2	-5	-4.4
O=C(CN1C(=O)c2cccc3cccc1c23)NCc1ccncc1	-4	1	3	2	-4	1	1	-0.6
O=C1c2ccccc2C(=O)N1CSc1nnnn1-c1ccccc1	-2	4	0	8	-9	2	-10	2.9
CS(=O)(=O)N(CC(=O)Nc1ccccc1C(=O)N1CCCC1)c1ccccc1Br	-3	0	-1	3	3	3	-5	-2.5
COc1cc(SC)ccc1C(=O)OCc1nc2ccsc2c(=O)[nH]1	-1	-7	-3	5	-3	-1	-2	-0.1
O=C(NCc1ccc(F)cc1)c1ccc(Cl)c(NC2=NC3CS(=O)(=O)CC3S2)c1 (centres undefined)	-4	2	-1	-3	1	-2	-1	-1.8
COC(CNC(=O)C1CCCN(S(=O)(=O)c2c(C)noc2/C=C/c2cccs2)C1)OC (centres undefined)	12	6	-7	1	-4	0	-3	0.7
COCCn1c(SCCN2CCCCC2)nc2ccccc2c1=O	6	9	1	-5	-6	2	1	-0.1
COc1ccccc1CNc1nc(C)c(C(=O)N(C)C)s1	11	17	2	-5	-1	0	26	-0.7
COc1cccc(CN2CCNC(=O)C2CC(=O)NCCN2CCCCC2=O)c1 (centres undefined)	-3	11	-6	0	-14	1	-8	-1.4
COc1ccc(/C=C/C(=O)OCCNC(=O)c2ccncc2)cc1OC	-2	-2	5	8	-2	1	-1	-0.4
C=CCn1ncc(OC)c(Cl)c1=O	2	-6	-1	-9	2	0	-7	-0.5
COC(=O)CN1C(=O)[C@H]2[C@@H](/C=C/c3ccccc3)N3C(=O)CN(CCO)C(=O)[C@@]3(Cc3ccccc3)[C@H]2C1=O	0	-3	-4	8	-14	0	-3	0.0
CC(=O)Nc1sc2c(c1-c1nc3ccccc3s1)CN(C(C)C)CC2	-16	-25	-119	16	13	-5	-183	0.1
Cc1cc(NC(=O)CCOc2ccc(F)cc2)no1	13	-17	nt	3	1	-1	nt	1.0
CN(CC(=O)NCc1cccs1)CC(=O)Nc1ccc(F)c(F)c1F	-4	7	-6	-11	1	1	-5	-2.0
Cc1cc(C(C)(C)C)cc(C)c1CCNC(=O)c1ccc[n+]([O-])c1	-4	0	-2	15	12	-1	-5	-2.5
O=C(O)CN1c2cccc3cccc(c23)S1(=O)=O	0	-6	1	-6	-14	0	-12	-1.2
CCOc1ccc(C2C=C(c3ccccc3)Nc3nnnn32)cc1 (centres undefined)	3	-25	-1	18	9	2	-1	4.2
Cc1ccc(-c2nc(C(F)(F)F)cc(=O)[nH]2)cc1	4	0	0	4	3	1	-1	2.3
COc1cccc(NC(=S)NNC(=O)c2ccccc2OC(F)F)c1	15	-2	5	20	6	-3	1	0.0
O=C(Nc1cccc(C(F)(F)F)c1)c1cncs1	-1	nt	-1	11	-1	-2	-2	1.2
CC1CCN(C2CC(=O)N(c3ccccc3)C2=O)CC1 (centres undefined)	2	-7	4	-6	-7	0	-4	-0.6
O=c1cc(-c2ccccc2)oc2cc(O)c(O)c(O)c12	-12	-84	25	6	4	-17	13	nt
Cc1c(C)c2c(OCC(=O)N[C@@H](C(=O)O)c3ccccc3)cc3c(c2oc1=O)CCC(C)(C)O3	1	-8	-1	1	-2	-3	-3	-1.3
COC(=O)CSC(C(=O)Nc1ccc(C)c(C)c1)c1ccccc1 (centres undefined)	3	-3	0	-8	1	0	-7	0.9

The list goes on; it opens with the five that closed the last part.
SMILES	CXCR6 inh	Gli-Sufu antag	A3A deaminase	CCR6 antag	EBI2 antag	GRIN3A LBD mod	A3G deaminase	MPTP block
O=C(Nc1cccc(C(F)(F)F)c1)c1cncs1	-1	nt	-1	11	-1	-2	-2	1.2
CC1CCN(C2CC(=O)N(c3ccccc3)C2=O)CC1 (centres undefined)	2	-7	4	-6	-7	0	-4	-0.6
O=c1cc(-c2ccccc2)oc2cc(O)c(O)c(O)c12	-12	-84	25	6	4	-17	13	nt
Cc1c(C)c2c(OCC(=O)N[C@@H](C(=O)O)c3ccccc3)cc3c(c2oc1=O)CCC(C)(C)O3	1	-8	-1	1	-2	-3	-3	-1.3
COC(=O)CSC(C(=O)Nc1ccc(C)c(C)c1)c1ccccc1 (centres undefined)	3	-3	0	-8	1	0	-7	0.9
Clc1ccc(Cn2cccn2)cn1	-3	nt	-8	1	2	-1	-1	7.5
CCCN(CC(=O)Nc1ccccc1C)C(=O)c1ccc(S(=O)(=O)N2CCCC2)cc1	6	4	-1	4	5	3	-3	0.7
CCN1CCN(C(=S)Nc2ccc3nc(N4CCN(C)CC4)cc(C)c3c2)CC1	8	30	0	18	-3	2	2	0.9
COc1cc2c(C#CCO)c(-c3ccc(C#N)cc3)oc(=O)c2cc1OC	0	-1	3	4	19	-4	0	0.0
CC1CCc2ccccc2N1CC(=O)Nc1cccc(S(=O)(=O)N2CCCC2)c1 (centres undefined)	-1	8	-1	18	9	-4	-5	0.1
O=C(CCC(=O)N1CCOc2ccccc21)NCc1cccnc1	1	-1	-5	13	-1	0	-8	-0.2
CCCc1cc(C(=O)OCC(=O)N2CCN(c3ccc(OC)cc3)CC2)sc1C	-4	-3	-4	15	0	1	-9	-0.4
Cn1cccc1C(=O)OCc1csc(-c2ccccc2)n1	2	-113	3	11	12	1	-2	0.1
O=C(Nc1cccc(Br)c1)c1ccn[nH]1	-7	-27	-1	1	-10	27*	1	7.9
CCn1c(CCc2ccccc2)n[nH]c1=S	-1	21	0	6	-4	-1	20	0.4
COc1ccccc1N(CN1CCCC1=O)C(=O)c1ccccc1F	2	nt	1	-6	-15	1	-2	-0.9
C/C(Cc1ccccc1)=N\NC(=O)CNC(=O)c1ccccc1Br	3	-14	-4	3	-9	1	-8	-1.9
O=C(Nc1cc(Cl)ccc1N1CCOCC1)c1ccc(F)c(S(=O)(=O)N2CCOCC2)c1	2	9	-3	8	-1	-1	0	1.1
CC(=O)n1ccnc1	-4	-1	-2	-3	-3	1	-1	1.2
O=C(COC(=O)c1ccc(=O)n(Cc2ccccc2)n1)Nc1ccc2c(c1)OCCO2	1	-1	2	1	-8	0	-2	2.8
Cc1ccccc1NC(=O)C1CCN(c2cc(-c3ccccc3)nc3ncnn23)CC1	-8	3	2	9	22	0	-5	4.9
Oc1ccc(N2CCN(C(c3ccncc3)c3nnnn3C3CCCC3)CC2)cc1 (centres undefined)	-9	17	-7	-3	-10	1	-3	0.1
COc1ccc(Cl)cc1NC(=O)C1CC(=O)N(C2CCCCC2)C1 (centres undefined)	-3	-12	-1	12	1	0	-1	-1.2
CC(C)(C)c1ccc(-c2nc(-c3ccncc3)no2)cc1	-17	-39	-2	-9	-7	2	-5	8.9
Fc1ccc(NC(=S)NCc2ccccn2)cc1	3	5	-1	-1	-5	0	-3	-1.1
CSc1ccccc1C(=O)Nc1cccc([N+](=O)[O-])c1C	0	31	-6	9	11	-2	-3	0.0
CCc1ccc(NC(=O)c2noc3c2CCc2ccccc2-3)cc1	-20	-27	1	2	29	4	3	-0.1
O=C(COc1ccccc1Cl)NCc1nc(-c2ccccc2)no1	10	1	4	5	-7	-4	1	-0.5
COc1ccc(C(=O)COC(=O)CN2C(=O)NC3(CC(C)CC(C)(C)C3)C2=O)c(OC)c1 (centres undefined)	-4	4	1	3	19	2	-2	-2.6
Cc1ccc2c(C)c(C(=O)N(Cc3ccc(N(C)C)cc3)C3CCS(=O)(=O)C3)oc2c1 (centres undefined)	4	13	-1	18	9	2	-3	-2.2
CN1CCCN(C(=O)c2cc(-c3ccc(Cl)c(Cl)c3Cl)nc3ccccc23)CC1	1	4	-1	3	-3	0	-8	-2.1
COc1ccccc1N(CC(=O)NC1CCCCC1)C(=O)CNC(=O)c1cccs1	1	-13	-3	0	6	-1	0	-0.9
CCOC(=O)C(C)Oc1cccc2c(=O)n(CC(=O)Nc3ccc(OCC)cc3)ccc12 (centres undefined)	5	-4	2	7	3	-6	1	-1.0
CCCN1C(=O)c2ccc(C(=O)Nc3ccccc3C(=O)O)cc2C1=O	0	-10	1	3	6	-14	-4	0.5
CCn1ncc(C2=NOC(C(=O)Nc3cccnc3)C2)c1C (centres undefined)	0	6	-3	-14	8	-1	-8	-0.7
O=C(N/N=C/c1cc2c(cc1Cl)OCO2)c1ccccn1	2	-75	0	-1	-34	2	-5	-0.4
Cc1ccccc1C(=O)NNC(=O)c1cccn1C	-3	-29	2	-4	4	1	-2	-1.1
Cc1nn2c(NCc3ccccn3)c3c(nc2c1-c1ccccc1)CCC3	37	43	-7	47	-8	2	-7	1.5
C=CCNC(=S)Nc1sc2c(c1C#N)CCCC2	1	1	-6	4	-8	-2	-7	9.4
COc1ccc(OCCSc2nnc(CCNC(=O)c3ccc(Cl)c(Cl)c3)n2C)cc1	-6	0	3	-14	12	-6	1	-1.7
N#CC1=C(N)Oc2cc(N)ccc2C1c1cccc(F)c1 (centres undefined)	-3	2	-4	12	-2	-1	0	0.2
CCCCn1c(N)c(NCc2ccccc2OC)c(=O)[nH]c1=O	0	-1	1	8	-8	0	-2	-1.2
CCCCSC(=S)NC1CCS(=O)(=O)C1 (centres undefined)	-3	6	-4	13	0	-5	-7	-0.1
CNS(=O)(=O)c1ccc(C(C)(C)C)cc1	-2	-4	0	-6	-14	-3	-6	0.7
CC(C)(C)NC(=O)Cn1cnc2cc([N+](=O)[O-])ccc2c1=O	0	6	0	-11	-8	1	1	-1.3
O=C(CCN1CCN(CCO)CC1)Nc1ccc(F)c(F)c1	2	5	2	-14	-11	-1	0	1.9
COc1ccc(-c2nc(C)ncc2N=Nc2ccccc2)cc1	-9	2	-2	3	12	-1	-6	3.1
CCOc1ccc(NC(=O)Nc2ccc3nsnc3c2)cc1	3	-22	1	18	9	26*	-3	91*
C=C1CCc2c([nH]c3ccc(OCC(C)C)cc23)C1=O	2	10	2	-1	9	-1	4	-0.5
Cc1cc(-c2ccc(S(=O)(=O)N3CCN(c4cccc(C)c4C)CC3)s2)on1	1	21	-4	17	3	3	-7	2.6
Cc1cc(C(=O)Cn2nc(C(=O)O)c3ccccc3c2=O)c(C)n1-c1ccccc1	8	-31	-5	8	-3	0	-8	1.4
Cc1ccc(C)c(S(=O)(=O)N2CCN(C(=O)CCNS(=O)(=O)c3ccccc3)CC2)c1	-3	2	-1	-9	8	0	-7	2.9
CC1(NC(=O)NCCCCCCNC(=O)NC2(C)CCS(=O)(=O)C2)CCS(=O)(=O)C1 (centres undefined)	-2	-4	-3	18	-10	0	-5	0.7
CC1(C)[C@H]2CC[C@]1(C)[C@@H](OC(=O)C[N+]1(C)CCOCC1)C2	3	-4	0	-10	-9	2	-2	-0.5
CCOc1ccc(C(=O)COC(=O)c2nn(CC)c(=O)c3ccccc23)cc1	3	-11	-1	1	-3	1	-7	-1.4
CN(C(=O)CSc1nc2ccccc2n1C)C1CCS(=O)(=O)C1 (centres undefined)	-3	0	-5	8	-10	-1	-8	-1.1
